MEX-5 binding – MEX-5 zinc finger RNA-binding disruptors – biochemical, C. elegans, fluorescence polarization, MLPCN library, primary screen | Zinc finger protein mex-5 (Caenorhabditis elegans), Q9XUB2 | MEX-5/FITC-TCR2 RNA binding; stronger effect = lower value | activity score (negative = inhibition of binding), % at 10 µM | actives 0.38% (n = 300,000) | AID 1832, 2009;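 active = inhibition past about -25% in most replicates, and total fluorescence under double the plate's negative control median, limit read from the data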;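 also: 0% = DMSO and -100% = 5 µM competing unlabeled TCR2 RNA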
EBNA-1 inh – EBNA-1 DNA-binding inhibitors, primary screen, biochemical, fluorescence polarization; inhibition, % at 14.8 µM; actives 0.34% (n = 300,000); AID 1950, 2009; in the data active = inhibition above about 28%
Efflux pump mplx – inhibitors of Candida efflux pumps in yeast, primary screen, S. cerevisiae, Nile Red, multiplex | inhibition, % at 10 µM | S. cerevisiae Candida pump triplex | actives 0.44% (n = 330,000) | AID 485275, 2010;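 active = plate passing quality check with inhibition over a set limit, or well fluorescence over plate mean plus 4 SD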;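 also: Nile Red retained in pooled yeast measured as flow cytometry median fluorescence; 0% = buffer negative control and 100% = Enniatin B positive control; higher means more Nile Red kept so more efflux inhibition; some compounds called inactive have numbers as strong as hits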
Fam108B counter – mouse Fam108B serine hydrolase inhibitors, primary screen, counter-screen for RBBP9 inhibitor project, biochemical, fluorescence polarization; recombinant Fam108B, FP-Rh probe fluorescence polarization; inhibition, % at 9.51 µM; actives 0.33% (n = 300,000);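 active = inhibition above the screen mean inhibition plus 3 SD, computed separately per campaign, cut at about 18% in these data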;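 also: inhibitors lower polarization as less probe binds the enzyme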
ZTA DNA inh – counter-screen for EBNA-1 inhibitors: inhibitors of Epstein-Barr virus ZTA. AID 2234. P03206. ZTA-DNA binding, fluorescence polarization. actives 0.15% (n = 320,000). inhibition, % at 11 µM; in the data active = inhibition above about 33%
Target sequence (P03206 whole entry, looked up): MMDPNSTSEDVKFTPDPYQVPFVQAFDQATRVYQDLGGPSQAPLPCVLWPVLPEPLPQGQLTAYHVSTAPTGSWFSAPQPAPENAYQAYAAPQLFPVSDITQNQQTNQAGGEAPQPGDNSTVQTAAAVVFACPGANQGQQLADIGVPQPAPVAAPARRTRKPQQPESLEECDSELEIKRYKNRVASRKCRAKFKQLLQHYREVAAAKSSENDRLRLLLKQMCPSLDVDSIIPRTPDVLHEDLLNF
MCL1-BIM inh – inhibitors of MCL1 binding to BIM-BH3, primary screen, biochemical, fluorescence polarization. actives 0.68% (n = 320,000). GST-MCL1 / FITC-Bim-BH3 fluorescence polarization. Induced myeloid leukemia cell differentiation protein Mcl-1 (Homo sapiens), Q07820. inhibition, % at 10.9 µM;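 active = inhibition above the mean inhibition of all tested compounds plus 3 SD, set per campaign, cut at about 40% in these data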;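 also: 0% = DMSO wells and 100% = unlabeled Bim-BH3 peptide control; higher means more loss of mP so more displacement of Bim peptide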
Target sequence (Q07820 whole entry, looked up): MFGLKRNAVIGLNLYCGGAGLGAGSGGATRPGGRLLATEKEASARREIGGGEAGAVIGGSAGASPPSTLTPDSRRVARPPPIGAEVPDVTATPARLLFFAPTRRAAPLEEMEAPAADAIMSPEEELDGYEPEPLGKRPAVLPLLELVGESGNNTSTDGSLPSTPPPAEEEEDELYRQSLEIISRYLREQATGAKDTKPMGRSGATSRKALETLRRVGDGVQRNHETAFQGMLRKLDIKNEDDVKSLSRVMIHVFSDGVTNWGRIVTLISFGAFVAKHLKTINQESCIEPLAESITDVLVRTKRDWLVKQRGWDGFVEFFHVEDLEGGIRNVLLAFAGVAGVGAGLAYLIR
GLD-1 RNA inh – GLD-1/TGE RNA complex disruptors, primary screen, biochemical, fluorescence polarization | purified GLD-1 + fluorescein TGE RNA | actives 0.44% (n = 320,000) | inhibition, % at 5.96 µM | AID 2280, 2010 | Female germline-specific tumor suppressor gld-1 (Caenorhabditis elegans), Q17339;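 active = percent inhibition above a per-plate cutoff, the plate mean of test compounds plus 3 SD, cut at about 30% in these data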;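 also: 0% = DMSO wells with GLD-1 and probe and 100% = wells lacking GLD-1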
Yeast superoxide – reduction of superoxide in aged yeast, primary screen, HTS | superoxide response (% of plate mean), % at 10 µM | actives 0.18% (n = 330,000) | S. cerevisiae aged cells, superoxide DHE fluorescence; stronger effect = lower value;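 active = superoxide response under a set limit, about three screen SD below normal, cut at about 65% in these data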;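 also: yeast aged for seven days with compound at 30 °C before DHE staining; 100% = average MFI of all compound-treated wells on the plate with controls excluded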
Bcl-xL primary – inhibitors of human Bcl-xL, primary screen, biochemical, fluorescence polarization, HTS; Bcl-2-like protein 1 (Homo sapiens), Q07817; GST-Bcl-xL / FITC-Bim BH3 peptide fluorescence polarization; inhibition, % at 10.9 µM; actives 0.7% (n = 320,000);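 active = inhibition above the mean of all tested compounds plus 3 SD, cutoff set per campaign, cut at about 30% in these data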;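 also: 0% = DMSO wells and 100% = unlabeled Bim-BH3 peptide competitor; inhibitors lower millipolarization by displacing the labeled peptide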
Target sequence (Q07817 whole entry, looked up): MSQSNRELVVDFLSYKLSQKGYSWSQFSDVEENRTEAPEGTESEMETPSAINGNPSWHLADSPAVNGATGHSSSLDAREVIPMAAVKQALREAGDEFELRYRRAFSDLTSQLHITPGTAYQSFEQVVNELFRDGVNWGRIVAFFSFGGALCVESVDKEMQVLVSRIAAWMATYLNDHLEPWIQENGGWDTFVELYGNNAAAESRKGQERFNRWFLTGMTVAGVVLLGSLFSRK
The depositor's hits bear a star; x = no result given.

Start of the listing, in advance (2 entries):
SMILES | MEX-5 binding | EBNA-1 inh | Efflux pump mplx | Fam108B counter | ZTA DNA inh | MCL1-BIM inh | GLD-1 RNA inh | Yeast superoxide | Bcl-xL primary
CCOC(=O)Cc1csc(NC(=O)NC2(C(F)(F)F)Oc3ccc(Cl)cc3O2)n1 (stereo not given) | 0.7 | -9 | 0.1 | -2 | -2 | 10 | 2 | 102 | 9
COC(=O)c1ccc(CSc2nnc(-c3ccc4c(c3)OCO4)n2-c2ccccc2)o1 | 0.2 | 7 | 0.4 | 1 | 4 | -19 | -1 | 77 | -14

Main list, from the first entry:
SMILES | MEX-5 binding | EBNA-1 inh | Efflux pump mplx | Fam108B counter | ZTA DNA inh | MCL1-BIM inh | GLD-1 RNA inh | Yeast superoxide | Bcl-xL primary
CCOC(=O)Cc1csc(NC(=O)NC2(C(F)(F)F)Oc3ccc(Cl)cc3O2)n1 (stereo not given) | 0.7 | -9 | 0.1 | -2 | -2 | 10 | 2 | 102 | 9
COC(=O)c1ccc(CSc2nnc(-c3ccc4c(c3)OCO4)n2-c2ccccc2)o1 | 0.2 | 7 | 0.4 | 1 | 4 | -19 | -1 | 77 | -14
CCOC(=O)CCCc1sc(N)nc1-c1[nH]c(=O)[nH]c1C | -20 | -6 | 0.2 | -2 | -9 | 21 | 3 | 102 | 14
Oc1ccccc1/C=N/n1cnnc1 | 0.9 | -3 | 0.0 | -8 | 10 | 0 | 2 | 93 | 4
CCC1(CC)C(=O)C2=C3C1[C@H](C(=O)OC)C=C(C(=O)OC)C[C@H]3[C@H]1C(=O)N(Cc3ccccc3)C(=O)[C@H]1[C@H]2C (stereo not given in full) | 1.2 | 7 | 0.0 | -3 | -7 | 5 | 8 | 107 | 6
COc1cccc(/C=N/Nc2nn3cnnc3c3ccccc23)c1 | 5.6 | -10 | 0.0 | 1 | -3 | 4 | 0 | 95 | -1
COc1cccc(CC2(CO)CCCN(Cc3ccccc3Cl)C2)c1 (stereo not given) | 3.0 | -8 | 0.0 | 3 | -8 | -13 | -5 | 99 | 2
Cc1ccc(S(=O)(=O)N2C(=O)/C(=C3\SC(=S)NC3=O)c3ccccc32)cc1 | 1.6 | 7 | 0.2 | 3 | 5 | 3 | -5 | 113 | 3
COc1ccc(-n2c(SCC#N)nc3ccccc3c2=O)cc1 | 1.9 | -1 | -0.1 | 1 | 6 | 8 | 4 | 97 | 4
Cc1csc2nc(CNS(=O)(=O)c3cccnc3)cn12 | 0.4 | 9 | 0.1 | -2 | 5 | 11 | 0 | 105 | 5
CN(Cc1c(F)cccc1Cl)C(=O)c1ccc(NC(=O)CC2SC(N3CCCC3)=NC2=O)cc1 (stereo not given) | -0.6 | -15 | 0.1 | -4 | 5 | 1 | 2 | 97 | 2
CCOc1ccc(N2C(=O)CC(N3CCN(c4ccc([N+](=O)[O-])cc4)CC3)C2=O)cc1 (stereo not given) | 1.4 | -6 | 0.0 | 0 | -27 | 6 | 8 | 108 | 5
COc1ccc(NC(NC(=O)c2ccc(OC)cc2)C(Cl)(Cl)Cl)cc1 (stereo not given) | -1.0 | 3 | 0.1 | 0 | 17 | 9 | 4 | 99 | 11
Cc1ccc(C)c(-n2ccnc2SCC(N)=O)c1 | 2.9 | 7 | -0.1 | -2 | 10 | 2 | -1 | 101 | 3
CC1(C)CC(=O)C(C=NCC2CCNCC2)=C(O)C1 | -2.3 | 5 | 0.0 | -2 | 2 | 3 | -3 | 85 | 2
Nc1c(Cl)c(Cl)nc(C(=O)N/N=C/c2ccco2)c1Cl | -2.7 | 0 | -0.1 | 4 | -5 | 8 | -1 | 100 | 4
O=[N+]([O-])CC(=Nc1ccc(Cl)cc1)N/N=C\c1oc(O)c2ccccc12 | -4.6 | 3 | 0.1 | 8 | -7 | 18 | -2 | 107 | 14
COc1ccc(C(=O)OC(C)C(=O)NC(C)CCc2ccccc2)cc1[N+](=O)[O-] (stereo not given) | -1.7 | -2 | 0.2 | -1 | 1 | -5 | -3 | 120 | -1
CCC1Oc2ccc(C)cc2N(CC(=O)N(Cc2ccc(C)o2)C2CC(C)(C)NC(C)(C)C2)C1=O (stereo not given) | -0.8 | -3 | 0.0 | 2 | 1 | -2 | -1 | 104 | 4
COc1cc(SC)ccc1C(=O)Nc1ccc(C)cc1C | 0.4 | 8 | -0.5 | 2 | 10 | 7 | -1 | 105 | 0
O=C(COc1ccccc1F)Nc1ccc(S(=O)(=O)NCc2ccco2)cc1 | 1.4 | -12 | 0.2 | -5 | 9 | 0 | 0 | 100 | 0
CC(C)c1nnc(NC(=O)c2ccc3ccccc3c2)s1 | 0.5 | -5 | 0.1 | 1 | -14 | -3 | 11 | 98 | 3
CC(N=C1NS(=O)(=O)c2ccccc21)C(=O)OCC(=O)N(C)C1CCS(=O)(=O)C1 (stereo not given) | x | x | 0.0 | x | -8 | -8 | 0 | 91 | 1
CCOC(=O)C1=C(C)N=C2SCCC(=O)N2C1c1sccc1C (stereo not given) | -1.0 | -9 | 0.0 | 2 | -5 | -6 | 8 | 110 | 2
CCN(CC)S(=O)(=O)c1ccc(NC(=O)c2cc(C(=O)OC)cc([N+](=O)[O-])c2)cc1 | -2.7 | 3 | -0.4 | 1 | -9 | 1 | 5 | 118 | 2
COCOc1ccc(C=O)c(OCOC)c1 | -0.5 | -5 | -0.1 | 0 | 17 | 6 | 4 | 101 | 1
O=[N+]([O-])c1ccc(N2CCOCC2)nc1 | -0.6 | 11 | 0.1 | 3 | -2 | 4 | 3 | 114 | 7
CCCCn1nnnc1SCC(=O)NCc1ccco1 | -1.4 | -13 | 0.0 | -2 | -5 | 2 | 3 | 92 | 4
C=CCNC(=S)N/N=C/c1ccc(-c2ccc(Cl)cc2Cl)o1 | -1.4 | 20 | 0.0 | -3 | 19 | 2 | 5 | 116 | 1
NC(=O)C1CCN(C(=O)COCc2cc(-c3ccc4c(c3)OCO4)on2)CC1 | 2.3 | 0 | 0.6 | -1 | -9 | 4 | 3 | 89 | 2
CSc1nnc(COc2ccc(C)cc2)n1N | 0.5 | 3 | 0.2 | -1 | -1 | 2 | 2 | 107 | 7
Cn1c(-n2c(-c3ccco3)nc3ccccc3c2=O)nc2ccccc21 | 0.0 | -18 | 0.1 | -1 | 5 | 5 | 3 | 80 | 2
Cc1cc(C(=O)N(C)CC(=O)Nc2ccc(F)c(F)c2F)no1 | 1.9 | -5 | 0.1 | 3 | 3 | -1 | 0 | 99 | 0
Cc1ccc[n+](CC(=O)c2ccc(-c3ccccc3)cc2)c1 | -0.6 | -10 | 0.1 | 3 | 13 | -6 | -10 | 94 | 0
Cc1ccc(C2(c3ccccc3)NC(=O)N(CC(=O)NC3CCS(=O)(=O)C3)C2=O)cc1C (stereo not given) | x | x | -0.3 | x | 5 | -6 | 8 | 112 | -3
CC(C)(C)Cc1cc(N)on1 | -2.9 | 8 | 0.8 | 1 | 2 | -3 | -4 | 111 | -4
O=C(CCc1ccccc1)NNC(=O)CCc1ccccc1 | 2.4 | 3 | 0.1 | 2 | -7 | -5 | 0 | 102 | -2
CSc1nc(-c2ccc(Cl)cc2Cl)[nH]c(=O)c1C#N | 3.4 | 15 | -0.4 | 2 | 10 | 9 | -2 | 122 | 16
Cc1ccccc1C(=O)Nc1ccnc(-c2ccncc2)n1 | -0.3 | 4 | -0.1 | 4 | -20 | 4 | 4 | 109 | 8
Cc1cc(NC(=O)CSc2nc3ccccc3n2CC(=O)N2CCC(C)CC2)no1 | 1.2 | -3 | -0.1 | -6 | -4 | 11 | -1 | 111 | 1
CCCn1c(N)c(N(CCOC)C(=O)CSCC(=O)Nc2cccc(C)c2)c(=O)[nH]c1=O | -1.3 | -1 | 0.0 | 2 | 9 | 5 | 5 | 101 | 3
COc1ccc(C(=O)N2CCOC2CNC(=O)C(=O)NCCc2ccccc2OC)cc1 (stereo not given) | 0.7 | 7 | -0.1 | -2 | -14 | 8 | 4 | 99 | 4
CCCCNc1nc2ccccc2n1CC(=O)Nc1c(C)cccc1CC | -1.4 | -2 | -8.7 | -1 | -15 | -11 | 5 | 93 | -3
N#C/C(=C/c1ccc(Br)o1)C(N)=O | -0.6 | 3 | 0.0 | 3 | 2 | 12 | 4 | 97 | 8
COc1ccc2c(CC(=O)N[C@@H](Cc3ccccc3)C(=O)O)cc(=O)oc2c1 | 3.4 | 5 | 0.0 | -3 | 10 | 2 | -1 | 118 | 5
Cc1[nH]c2ccccc2c1C(=O)CSc1nc2ccccc2c(=O)n1-c1ccccc1F | 0.7 | -23 | 0.1 | -14 | 5 | 0 | -4 | 100 | 4
Cc1ccc(NCCC#N)cc1C | 0.8 | -2 | 0.0 | -1 | 2 | 6 | -1 | 89 | 3
CN(c1ccccc1)S(=O)(=O)c1cccc(NC(=O)c2ccc3ncsc3c2)c1 | -1.7 | -17 | 0.1 | -22 | 10 | 7 | -4 | 108 | 7
Cc1cc(NC(=O)CSc2nc(N)c(NC(=O)c3ccc(F)c(F)c3)c(=O)[nH]2)no1 | 1.5 | 15 | -0.1 | -4 | 1 | 6 | -3 | 103 | 5
COc1cccc(N2CCN(S(=O)(=O)c3cc4c(cc3C)N(C)CCO4)CC2)c1 | -2.5 | 1 | 0.0 | -1 | 14 | 5 | 2 | 115 | 3
O=C(CSc1ccc(Br)cc1)N1CCN(S(=O)(=O)c2ccccc2)CC1 | -2.5 | -11 | 2.0* | -6 | 6 | -20 | 1 | 98 | -12
Cc1cc(C)cc(NC(=O)c2ccc(NC3=NC4CS(=O)(=O)CC4S3)cc2)c1 (stereo not given) | -0.6 | -9 | 0.9* | 7 | -4 | 1 | -4 | 107 | -4
COc1ccc(S(=O)(=O)N2CCN(C(=O)CC3CC4CCC3C4)CC2)cc1 (stereo not given) | x | x | 0.2 | x | -11 | -7 | 0 | 113 | -4
O=C(c1cc2ccccc2oc1=O)N1CCN(S(=O)(=O)c2ccccc2)CC1 | 2.5 | -5 | 0.1 | -6 | 5 | 0 | 7 | 140 | -1
CCN1CCN(CC(=O)Nc2ccc(Cl)c(Cl)c2)C(=O)C1=O | 0.2 | 3 | 0.1 | -1 | 14 | 5 | 7 | 104 | 6
CC(=O)c1cccc(NC(=O)CSC(=O)c2ccccc2)c1 | 1.2 | -4 | -0.3 | -1 | -2 | 7 | 4 | 110 | 4
NS(=O)(=O)c1ccc(CCNC(=O)c2cc(-c3ccco3)nc3ccccc23)cc1 | x | x | -0.2 | x | 21 | 14 | 4 | 103 | 13
Cc1nc(N2CCCCC2)c(C#N)c(C)c1[N+](=O)[O-] | 1.2 | -8 | 0.1 | -2 | 1 | -11 | 9 | 89 | -4
CNS(=O)(=O)c1cc(-c2nnc(N3CCOCC3)c3ccccc23)ccc1C | -0.4 | -6 | 0.0 | -2 | -6 | 4 | 1 | 107 | 6
COc1cccc(CNC(=O)CCC(=O)n2ncc3cc(C)ccc32)c1OC | 2.4 | 5 | -0.2 | -3 | -10 | 9 | 0 | 87 | 2
CCCCN(C)C/C(O)=C(\C#N)c1nc(-c2ccccc2)cs1 | 2.6 | 1 | 0.0 | 0 | 15 | 9 | 1 | 98 | 6
Cc1ccc(-c2nnc(CSc3nnc(COc4ccccc4)n3-c3ccc(C)cc3)o2)cc1 | 1.2 | -5 | 0.1 | -6 | -2 | 9 | 2 | 104 | 0

Screening data deposited in PubChem BioAssay by several laboratories.
